UDG counterscr = counter-screen for AID inhibitors: uracil-DNA glycosylase inhibition; FRET deamination/UDG coupled assay, UDG read, 4 h; Potency, µM (doses to about 115 µM), for inactives: top-dose activity change, negative = inhibition, usual class: inhibitors; hit rate 0.14% among 91,000; AID 1347430; note: nearly all actives have a fitted effect of over 65% in size
AID inh = blocks human AID cytidine deaminase activity; Q9GZX7; AID deamination FRET fluorescence, UDG-coupled, 4 h; Potency, µM (titrated, usually from 115 µM), for the others: top-dose activity change, negative = inhibition, hits mostly inhibitors; hit rate 0.32% among 91,000; note: nearly all actives have a fitted effect of over 25% in size
Target sequence (Q9GZX7 whole entry, looked up): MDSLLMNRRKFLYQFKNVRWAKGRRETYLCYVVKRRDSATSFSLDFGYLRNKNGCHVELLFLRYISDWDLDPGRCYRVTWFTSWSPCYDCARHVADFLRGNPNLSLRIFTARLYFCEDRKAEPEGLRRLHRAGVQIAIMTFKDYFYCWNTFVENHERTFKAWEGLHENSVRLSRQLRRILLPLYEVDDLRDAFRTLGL
* marks the source's active call; other numbers are inactive results; ? = inconclusive; [ ] = dose if it differs, or a comment. Calls come from the whole dose curve; as a rule, active = well fitted curve in the direction sought with a large enough effect; inconclusive = small, poorly fitted or top-dose-only effect, or another doubt; inactive = no such curve, though single readings can be large; an effect the other way counts as inactive or inconclusive. % is set by controls: 0 for no effect and ±100 for the full control effect; potency is the fitted concentration of half-maximal effect. The list is partial, so the mix of outcomes need not match the whole.

SMILES	UDG counterscr	AID inh
Cc1nc2ccccc2c(C)c1CC(=O)N(CC(F)(F)F)C(C)C1CC1 (stereo not drawn)	4%	-7%
CCONC(=O)C(NC(=O)Cc1ccc2ccccc2c1)C(C)C (stereo not drawn)	-3%	5%
CC(C)NC(=S)NCCc1ccc(Cl)cc1Cl	4%	-9%
Cc1ccc(C)c(NC(=O)C2CCCN(S(=O)(=O)c3cccc4nsnc34)C2)c1 (stereo not drawn)	1%	-4%
Cc1ccc(C(=O)c2oc3ccccc3c2NC(=O)COc2ccc(C(C)(C)C)cc2)cc1	-18%[57.5 µM]	3%
COc1ccccc1C(=O)Nc1cccc(C(=O)OCc2cc(=O)n3ccsc3n2)c1	-4%	9%
COC(=O)C1(C(=O)OC)CC(C(=O)OC)(C(=O)OC)C(C(=O)OC)(C(=O)OC)C1	6%	8%
CC(NC(=O)c1ccc(Br)o1)C12CC3CC(CC(C3)C1)C2 (stereo not drawn)	-11%	-15%
O=C(C1CCC(Cn2c(=O)c3sccc3n(Cc3ccccc3)c2=O)CC1)N1CCOCC1 (stereo not drawn)	-11%	-17%
CCCc1[nH]nc2c1C(c1ccccc1OC)C(C#N)=C(N)O2 (stereo not drawn)	-11%	-8%
CCN(CC)C(=O)CSc1nc2cc3c(cc2c(=O)n1CCCC(=O)NCc1ccc2c(c1)OCO2)OCO3	-7%	-4%
Cc1cccc(OC(=O)c2snnc2C)c1C	-9%	14%
OCC1O[C@H]([S-])[C@H](O)[C@@H](O)[C@@H]1O.[Au+] (stereo partly drawn)	3%	25µM*
CC1CCCCC1NC(=S)NC1CC1 (stereo not drawn)	0%	6%
CSc1ccccc1C(=O)Nc1ccc(C)c(F)c1	-6%	-6%
CC(Oc1ccc2ccc(=O)oc2c1)C(=O)N(C)Cc1cccc(F)c1 (stereo not drawn)	3%	-1%
Cc1cccc(CCNC(=O)c2c[nH]c3ccc(S(=O)(=O)Nc4ccccc4F)cc3c2=O)c1	-6%[57.5 µM]	38%[activator]
Cn1c(=O)c2c(nc(CN3CCN(c4ccc(F)cc4)CC3)n2Cc2ccccc2)n(C)c1=O	-12%	-14%
O=C(c1cc(=O)c2cc(Cl)ccc2o1)N1CCN(C(=O)C2CC2)CC1	-3%	-9%
Clc1cccc(-c2nnc(CN3CCN(c4ccccn4)CC3)o2)c1	-5%[57.5 µM]	-20%
COc1ccc(S(=O)(=O)c2cn(C)c3cc(N4CCOCC4)c(F)cc3c2=O)cc1	1%	-6%
Cn1c(=O)n(C)c2cc(N3CCOCC3)c(NS(=O)(=O)c3cccc(C#N)c3)cc21	-3%	1%
CC(OC(=O)c1cc(C2CC2)nn1-c1ccccc1)C(=O)Nc1ccc(C#N)cc1 (stereo not drawn)	-1%	-7%
O=C(Nc1ccc2c(c1)OCCO2)C(=O)c1c[nH]c2ccccc12	6%	-2%
CCOc1ccc(-c2cc(NC(=O)Nc3ccccc3Cl)c(C(=O)OC)s2)cc1	8%	44%[activator]
Other structures:
SMILES	UDG counterscr	AID inh
CCCCN(Cc1ccccc1)c1ccc(NS(=O)(=O)c2ccc(C)c(C)c2)cc1C(=O)O	-14%	?
Cc1cccc(NC(=O)CC2C(=O)OCCN2Cc2ccccc2)c1 (stereo not drawn)	-5%[57.5 µM]	-18%[57.5 µM]
O=C(NCCc1cccnc1)c1cc(-c2ccncc2)nc2ccccc12	-6%	0%
CCC(C)c1ccc(NC(=O)C2CC3C=CC2C3)cc1 (stereo not drawn)	-16%	-8%
Cc1ccc(NC(=O)C2CCN(S(=O)(=O)c3ccc4[nH]c(=O)ccc4c3)CC2)cc1C	-1%	3%
CCCCOc1ccc(C(=O)Nc2ccc(-c3nc4ccccc4s3)cc2C)cc1	-15%	-22%
CCOC(=O)c1c(C)[nH]c(C)c1S(=O)(=O)NCC(=O)NCc1cccc(C)c1	-10%	-19%
COc1ccc(CN2C(=O)N(c3ccc(F)cc3)C(=O)C2CC(=O)Nc2cc(OC)cc(OC)c2)cc1 (stereo not drawn)	1%[57.5 µM]	15%
CC1(C)CC(=C2C3C=CC2C2C(=C4CC(C)(C)NC(C)(C)C4)C=CC32)CC(C)(C)N1 (stereo not drawn)	-2%	1%
CCCCCSc1nc2sc3c(c2c(=O)n1-c1ccccc1)CCN(C(C)=O)C3	-22%	25µM*
CCOC(=O)c1c(C)sc(-c2c(-c3cc(C)ccc3C)[nH]c3c2c(=O)n(C)c(=O)n3C)c1O	14%	8%
Cc1cccc(NC(=O)Cn2cnc(S(=O)(=O)N3CCCC3)c2)c1C	-8%	-10%
COc1cccc(-c2nn(C)c3sc(C(=O)NCCc4ccc(Cl)cc4)cc23)c1	?	-20%
CCOC(=O)c1cc(-c2ccc(F)cc2)n(CCC(=O)Nc2nc3cc(C)c(C)cc3s2)c1C	-15%	-24%
COc1ccc(-c2cc(C(=O)NC3CCN(C)CC3)c3ccccc3n2)cc1OC	3%	-1%
CCN(CC)CCCNc1oc(-c2ccccc2F)nc1C#N	-9%	-6%
CSc1cccc(Nc2cc(C(=O)NCCCN(C)c3ccccc3)c3ccccc3n2)c1	-11%[57.5 µM]	-23%
CC1=C(C(=O)Nc2ccc(F)c(F)c2)C(c2ccccc2F)NC(=S)N1 (stereo not drawn)	-1%	-2%
Cc1ccc2ncc(C(=O)c3ccc(C)c(C)c3)c(S(=O)(=O)c3ccccc3)c2c1	2%	?
COc1ccc(CNC(=O)Cn2c(=O)c3c(ncn3C3CCCC3)n(Cc3ccccc3)c2=O)cc1	-9%	21%
CC(C)NC(=O)CN(C)CC(=O)NC(=O)NCCC1=CCCCC1	-3%	1%
CC(=O)c1cccc(NC(=O)c2cnn(-c3cccc(C)c3)c2-n2cccc2)c1	?	9%
O=C(CSc1nnc(Cc2cccs2)n1C1CCCCC1)N1CCN(c2ccccn2)CC1	0%	-8%
COc1ccc(Cl)cc1NC(=O)CSc1cn(CC(=O)N2CCCCC2)c2ccccc12	-8%	-9%
Cc1cccc(C(C)C)c1NC(=O)c1ccc2c(c1)CCN2S(C)(=O)=O	-5%	-28%
(list continues)
SMILES	UDG counterscr	AID inh
CCC(C)C(=O)N(Cc1ccccn1)C1CC1 (stereo not drawn)	0%	18%
Cc1ccc(CCNC(=O)c2cc(-c3ccccc3)n[nH]2)cc1	-2%	-2%
CCOC(=O)CNC(=O)c1cc(-c2ccc(C)s2)nc2ccccc12	3%	1%
Cc1cccc(Nc2nc(-c3ccccc3)nc3ccccc23)c1	-23%	?
CN(C)c1ccc(-c2nc3ccccn3c2Nc2ccc3c(c2)OCCO3)cc1	-7%	70%[activator]
CC(=O)c1cccc(N2C(=O)CN(S(C)(=O)=O)CC2(C)C(=O)NC2CCCC2)c1 (stereo not drawn)	-14%	1%
CC(c1ccc(S(N)(=O)=O)cc1)N(C)C(=O)CCc1ncc(-c2ccccc2Cl)o1 (stereo not drawn)	-3%	-8%
CCc1ccc(CNC(=O)C2CCN(c3nn4cc(-c5ccc(F)cc5)nc4s3)CC2)cc1	-3%	3%
CCOC(=O)c1ccc(NC(=O)CC2C(=O)OCCN2CC)cc1 (stereo not drawn)	-10%	-4%
CC(=O)Nc1ccc(S(=O)(=O)NCC2CCC(C(=O)NCCCOC(C)C)CC2)cc1 (stereo not drawn)	-15%[57.5 µM]	10%
COc1ccc(-c2onc3ccc(Br)cc23)cc1OC	-5%	13%
COC(=O)c1cc(Cl)c(NC(=O)/C=C/c2ccc(Cl)cc2Cl)cc1OC	-1%	8%
COc1ccc(NC(=O)c2oc3ccc(S(=O)(=O)N4CCOCC4)cc3c2C)c(OC)c1	-4%	6%
CCc1ccc(C23CC4CC(CC(C4)C2)C3)cc1N	-20%	-19%
CCOc1ccc(CNC(=O)Cn2ncc3c(=O)oc4ccc(C)cc4c32)cc1	-13%	-26%
Cc1cccc(N(C)C(=O)COC(=O)c2ccc(F)cc2)c1	2%	-3%
O=S(=O)(NCCO)c1ccc(Oc2ccc(S(=O)(=O)NCCO)cc2)cc1	-2%	11%
Cc1cc(NS(=O)(=O)c2ccc(NC(=O)c3oc4ccccc4c3C)cc2)nc(C)n1	7%	-11%
O=C(/C=C/c1ccco1)c1cccs1	-2%	30%
Cc1ccccc1C(=O)NCCc1csc(-c2ccc(C(F)(F)F)cc2)n1	-4%[57.5 µM]	-8%
NC(=O)C1CCN(Cc2nc(N)c3ccccc3n2)CC1	0%	-1%
Cc1cccc(NC(=O)c2ccc(COc3ccccc3)cc2)c1	-9%	-7%
C=CCNCc1ccccc1F	-1%	0%
CC1(C)OC2OC(C(=O)Oc3ccc(Br)cc3)C3OC(C)(C)OC3C2O1 (stereo not drawn)	-2%	0%
Cc1ccc(S(=O)(=O)NCCc2nnc3ccc(SCc4cccc(F)c4)nn23)cc1	4%	10%

Overlap with the part before: two entries; new compounds follow.
SMILES	UDG counterscr	AID inh
CC1(C)OC2OC(C(=O)Oc3ccc(Br)cc3)C3OC(C)(C)OC3C2O1 (stereo not drawn)	-2%	0%
Cc1ccc(S(=O)(=O)NCCc2nnc3ccc(SCc4cccc(F)c4)nn23)cc1	4%	10%
COCCCNC(=O)c1ccc(NC(=O)c2nsc3ccccc23)cc1	-13%	-12%
Cc1ccc(-c2nc3ccccn3c2Nc2ccc3c(c2)OCO3)cc1	-18%	?
CCCc1nnc(NC(=O)c2nc(SCC)ncc2Cl)s1	-2%	-4%
S=c1[nH]c(-c2ccccc2)cs1	8%	1%
CCOc1ccc(-c2nc(C#N)c(N3CCC(C)CC3)o2)cc1	-12%	-11%
Cc1ccc(C)c(NC(=O)c2csc3c2CCCC3)c1	-4%	-2%
CCN(CC(=O)NC(C)(C)C)C(=O)CSc1nc2ccccc2o1	39%[activator]	-15%
CCOc1ccc(NC(=O)c2c(NCc3ccc(C)o3)sc3c2CCC(C)C3)cc1 (stereo not drawn)	-29%	-1%
CCOc1ccc2oc(=O)cc(CN3CCN(CC(=O)Nc4ccc(C)c(F)c4)CC3)c2c1	0%	-6%
Cc1ccc(Nc2c(-c3ccc(C)o3)nc3cccc(C)n23)cc1	-8%	?
COc1ccc(CN(Cc2ccco2)C(=O)COc2ccc(Cl)cc2C)cc1	-9%[57.5 µM]	?
Clc1ccccc1-n1ncc2c(NC3CCCC3)ncnc21	-5%	2%
COc1ccc(N2CCN(C(=O)c3ccc4c(=O)n(CCc5ccc(OC)c(OC)c5)c(=O)[nH]c4c3)CC2)cc1	-2%	3%
C=CCn1c(C(=O)NCCCOCC)cc2cc(S(=O)(=O)N(C)C)ccc21	-8%	-5%
CCN(CC)S(=O)(=O)c1ccc(-c2nc(C#N)c(N3CCCCC3)o2)cc1	-11%	-14%
CCCn1nc(C)cc1CN(C)c1ccc(NS(=O)(=O)CC)cc1C(=O)O	2%	?
CC(On1nnc2ccc(Cl)cc21)C(=O)Nc1ccccc1F (stereo not drawn)	2%	1%
CC(=O)NC1[C@@H]2CC3C[C@H]1CC(O)(C3)C2 (stereo partly drawn)	2%	12%
CC(C)OC(=O)COc1ccc2cc(-c3ccccc3)c(=O)oc2c1	3%	1%
COC(=O)c1ccc(Cl)cc1NC(=O)NC(C)c1c(-n2cccc2)sc(C)c1C (stereo not drawn)	-8%	2%
Clc1ccc(-c2nc(N3CCOCC3)nc3ccccc23)cc1	8%	-5%
Cc1ccc(N)c(OCc2ccccc2)c1	-2%	-2%
Cc1ccc(C2c3[nH]c4ccccc4c3CCN2C(=O)c2ccc(N(C)C)cc2)cc1 (stereo not drawn)	-8%[57.5 µM]	?
Cc1cn2c(=O)cc(COC(=O)c3ccc(NC(=O)COc4ccccc4F)cc3)nc2s1	4%	5%
Cn1c(=O)c2c(nc(SCC(=O)N3CCOCC3)n2C)n(C)c1=O	2%	0%
CCOC(=O)CCCN1C(=O)CCn2nc(-c3cn(C)c4ccccc34)cc21	-3%	6%
Cc1ccc(S(=O)(=O)Cc2nc(-c3ccc(C(=O)NCCN4CCOCC4)cc3)oc2C)cc1	12%	-8%

Of the compounds above, 2 have a COOH group.
SMILES	UDG counterscr	AID inh
CCCCN(Cc1ccccc1)c1ccc(NS(=O)(=O)c2ccc(C)c(C)c2)cc1C(=O)O	-14%	?
CCCn1nc(C)cc1CN(C)c1ccc(NS(=O)(=O)CC)cc1C(=O)O	2%	?

Structures above that contain an aryl thioether with sulfur outside any ring:
SMILES	UDG counterscr	AID inh
CCN(CC)C(=O)CSc1nc2cc3c(cc2c(=O)n1CCCC(=O)NCc1ccc2c(c1)OCO2)OCO3	-7%	-4%
CSc1ccccc1C(=O)Nc1ccc(C)c(F)c1	-6%	-6%
CCCCCSc1nc2sc3c(c2c(=O)n1-c1ccccc1)CCN(C(C)=O)C3	-22%	25µM*
CSc1cccc(Nc2cc(C(=O)NCCCN(C)c3ccccc3)c3ccccc3n2)c1	-11%[57.5 µM]	-23%
O=C(CSc1nnc(Cc2cccs2)n1C1CCCCC1)N1CCN(c2ccccn2)CC1	0%	-8%
COc1ccc(Cl)cc1NC(=O)CSc1cn(CC(=O)N2CCCCC2)c2ccccc12	-8%	-9%
Cc1ccc(S(=O)(=O)NCCc2nnc3ccc(SCc4cccc(F)c4)nn23)cc1	4%	10%
CCCc1nnc(NC(=O)c2nc(SCC)ncc2Cl)s1	-2%	-4%
CCN(CC(=O)NC(C)(C)C)C(=O)CSc1nc2ccccc2o1	39%[activator]	-15%
Cn1c(=O)c2c(nc(SCC(=O)N3CCOCC3)n2C)n(C)c1=O	2%	0%

High-throughput results: PubChem, National Center for Advancing Translational Sciences (NCATS)
